VHR inh color = inhibitors of human VHR1 phosphatase (DUSP3). P51452. recombinant VHR phosphatase, colorimetric substrate read-out. inhibition, % at 20 µM. 50,000 tested, 0.7% active; in the data active means inhibition above about 60%; further: some results filed as inactive read as strong as hits
Target sequence (P51452 whole entry, looked up): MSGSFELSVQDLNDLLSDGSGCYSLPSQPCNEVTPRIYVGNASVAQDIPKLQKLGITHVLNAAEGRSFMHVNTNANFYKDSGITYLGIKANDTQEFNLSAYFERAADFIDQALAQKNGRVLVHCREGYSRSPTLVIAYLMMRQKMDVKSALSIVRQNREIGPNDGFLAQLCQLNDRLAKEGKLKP
An asterisk follows results filed as active.

The first two entries as a preview:
no.	mol	VHR inh color
1	COc1ccc(C)cc1NC(=O)c1cccc(I)c1	6
2	CCn1ccnc1C(O)c1ccc(OC)c(OC)c1 (centres undefined)	-10

All compounds of this part (from the top)
no.	mol	VHR inh color
1	COc1ccc(C)cc1NC(=O)c1cccc(I)c1	6
2	CCn1ccnc1C(O)c1ccc(OC)c(OC)c1 (centres undefined)	-10
3	CCCOc1ccc(C(=O)c2ccc(F)cc2)cc1OCCC	-4
4	COc1cc([N+](=O)[O-])cc(/C=C2/C(=O)NC(=O)N(c3cccc(C)c3)C2=O)c1O	2
5	O=C(Cc1ccc(Cl)cc1)Nc1ccccc1I	-8
6	COc1ccc(C2/C(=C(\O)c3ccc([N+](=O)[O-])cc3)C(=O)C(=O)N2CCCCCC(=O)O)cc1OC (centres undefined)	6
7	O=C1CC(c2ccccc2)=NN1c1nc2ccccc2s1	9
8	O=C(Nc1ccc(-c2nc3ncccc3o2)cc1)c1ccc(-c2ccc(Cl)cc2Cl)o1	-6
9	COc1ccc([N+](=O)[O-])cc1N(CC(O)CN1CCCCC1)S(=O)(=O)c1ccccc1 (centres undefined)	2
10	COc1ccc(O)c(/C=C2\SC(=S)N(Cc3ccccc3)C2=O)c1	-1
11	COc1cc2c(cc1OC)C(SC)=NC(C)(C)C2	-11
12	C/C(=C\C(=O)c1ccc(Br)cc1)Nc1ccccc1F	5
13	C=CCNS(=O)(=O)c1ccc(C)c([N+](=O)[O-])c1	-15
14	O=C1C=CC(=O)N1c1ccccc1N1C(=O)C=CC1=O	84*
15	CCOC(=O)c1ccc(-n2c(C)cc(C=O)c2C)cc1	19
16	CCC1=NN(C(=O)c2ccc(Cl)cc2)C(O)(c2ccc(Br)cc2)C1 (centres undefined)	9
17	O=C1C(Nc2cccc(C(F)(F)F)c2)=C(N2CCCCC2)C(=O)c2ccccc21	-16
18	C/C(=N\NC(=O)c1c[nH]c2ccccc12)c1ccco1	-94
19	Clc1ccc(N2CCN(N=Cc3ccc(Cl)c(Cl)c3)CC2)cc1	1
20	O=C(Cc1ccccc1)Nc1ccc(I)cc1Cl	-4
21	CCC(=O)NNC(=O)c1cc(=O)[nH]c2ccccc12	-13
22	O=S(=O)(Nc1ccc(O)c(-c2nc3ccccc3o2)c1)c1ccccc1	0
23	Cc1c(Cl)cccc1NC(=O)C1(C)CC2c3ccccc3C1c1ccccc12 (centres undefined)	79*
24	COC(=O)c1ccccc1NC(=O)CN(c1ccc(OC)c(Cl)c1)S(C)(=O)=O	-11
25	Cc1cc(Cl)ccc1OCC(=O)Nc1ccccc1O	-3
26	Cn1c2nc(-[n+]3ccccc3)nc-2c([O-])n(C)c1=O	-3
27	O=C(CSc1ncccc1C(=O)O)Nc1ccccc1	-2
28	COc1cc(C2N(C)c3ccccc3N2C)cc(OC)c1OC	-15
29	Cc1cccc(NC(=O)C(=O)NCc2ccco2)c1C	-5
30	CCCCCCOC(=O)C1CN1C(C)(C)CO (centres undefined)	-16
31	Cc1ccc(C)c(S(=O)(=O)NCc2ccccn2)c1	-31
32	CCOc1cc(C=C2C(=O)NC(=S)N(CC)C2=O)ccc1O	-12
33	Cc1ccccc1N1CCN(C(=S)c2ccc(OCc3ccccc3)cc2)CC1	-7
34	Nc1cccc(Nc2nc(OC(C(F)(F)F)C(F)(F)F)nc(OC(C(F)(F)F)C(F)(F)F)n2)c1	-20
35	COc1ccc(NS(=O)(=O)c2ccc(N/C=C\C(=O)c3ccccc3)cc2)nn1	-5
36	COc1ccc(S(=O)(=O)N(CC(=O)O)Cc2ccccc2)cc1	-9
37	COC(=O)N1CCN(c2ccc([N+](=O)[O-])cc2)CC1	-7
38	C/C(=N\Nc1nc(-c2ccc(C)cc2)nc2ccccc12)c1cccc([N+](=O)[O-])c1	-6
39	O=C1NC(=S)N(c2ccccc2)C(=O)/C1=C/c1ccc(-c2ccc([N+](=O)[O-])cc2)o1	13
40	Cc1ccc(-c2nnc(Nc3ccc4c(c3)nc(C)n4C)c3ccccc23)cc1	-4
41	O=S(=O)(Nc1ccc(Cl)c2cccnc12)c1ccccc1	-27
42	C=CCNC(=O)/C(=C\c1ccccc1)NC(=O)c1ccc(Cl)cc1Cl	-8
43	CCn1c2ccccc2c2nnc(-n3nc(C)c(Cc4ccccc4)c3C)nc21	-8
44	Cc1cc2oc(=O)cc(C)c2cc1NC(=O)COc1ccccc1C	-16
45	CC(C)(Oc1ccc(CCNC(=O)c2ccc(-c3ccccc3)o2)cc1)C(=O)O	-6
46	Cc1cccc(-c2cc(NC(=O)c3ccc(Br)cc3)n[nH]2)c1	2
47	COc1cc(C2NC(=O)NC(C)=C2C(=O)OCc2ccc3c(c2)OCO3)cc(Br)c1O (centres undefined)	12
48	CCOC(=O)C1=C(C)NC(=O)CC1c1cc2c(cc1[N+](=O)[O-])OCO2 (centres undefined)	-66
49	COc1cccc(-n2c(C=C3C(=O)Nc4ccc(Br)cc43)nc3ccccc3c2=O)c1	-5
50	CCOC(=O)C1=C(C)NC(=O)NC1c1ccc(OC)cc1OC (centres undefined)	-4
51	O=C1C2C3C=CC(C4CC34)C2C(=O)N1c1ccc(Cl)cc1 (centres undefined)	1
52	O=C(COc1ccccc1)Nc1cccc(Cl)c1Cl	-4
53	O=[N+]([O-])c1ccc2c(c1Nc1ccccc1)=NC1(CCCCC1)N=2	5
54	O=C1CCCc2oc3ccc(NS(=O)(=O)c4ccccc4)cc3c21	5
55	C/C=C/C=C/C(=O)N1C(=O)C(=O)c2cc(Br)ccc21	1
56	O=C(N/C(=C/c1cccs1)C(=O)N1CCOCC1)c1cccs1	10
57	Cc1cc(C)n(C(=O)CCN2C(=O)c3ccccc3C2=O)n1	-15
58	C=CCOc1c(Br)cc(C2C3=C(CC(C)(C)CC3=O)OC3=C2C(=O)CC(C)(C)C3)cc1OCC	-23
59	COc1ccc(OC)c(/C=C2\SC(N3CCCCC3)=NC2=O)c1	1
60	O=C(/C=C/c1ccc(-c2ccc(Cl)cc2)o1)c1ccccc1	-14

Later entries
no.	mol	VHR inh color
61	COc1ccccc1C1/C(=C(\O)c2ccc(Cl)cc2)C(=O)C(=O)N1c1cccnc1 (centres undefined)	-3
62	O=C(/C=C/c1ccc(F)cc1)N1CCN(c2ccc(Cl)cc2)CC1	-20
63	Cc1c(N2C(=O)/C(=C/c3ccc(OC(=O)c4cccc([N+](=O)[O-])c4)cc3)SC2=S)c(=O)n(-c2ccccc2)n1C	-16
64	COC(=O)C1=C(C)N(c2cccc(C)c2)C(=O)/C1=C\c1ccc(O)cc1	0
65	Cn1c(/C=C(/OC(=O)c2ccc(F)cc2)c2ccc(F)cc2)nc2ccccc21	-28
66	Clc1ccc(SCCc2ccncc2)cc1Cl	-16
67	COC(=O)c1ccccc1NC(=O)c1c(C)c(-c2ccc(C)cc2)nc2ccccc12	12
68	O=C(O)CN1C(=O)/C(=C2/SC(=Nc3cccc(Cl)c3Cl)NC2=O)c2ccccc21	-8
69	Cc1ccc(NCC(=O)N/N=C\c2c(Br)cc(Br)c(O)c2Br)cc1	-5
70	CC(C)C(=O)Nc1ccc(Br)c(NC(=O)c2ccccc2)c1	4
71	O=C(/C=C/c1ccc(O)cc1)c1ccc(NC2=C(N3CCCCC3)C(=O)c3ccccc3C2=O)cc1	0
72	COc1ccc(C)cc1NC(=O)C(=O)NCc1ccccn1	6

Continuation:
item	Compound	VHR inh color
73	O=C(c1cc(Cl)ccc1Cl)N(Cc1ccccc1)c1ccccn1	-12
74	Cc1cccc(C(=O)N(C(=O)c2cccc(C)c2)c2ncccc2C)c1	-13
75	COc1ccc(S(=O)(=O)N2CCN(Cc3ccc(SC)cc3)CC2)cc1	-3
76	COc1ccc(N2C(=O)CC(N(CCc3ccccc3)C(=S)Nc3ccccc3)C2=O)cc1 (centres undefined)	-3
77	COc1ccccc1-n1c(C)ccc1-c1ccccc1	27
78	CSc1ccc(/C=N\NC(=O)COc2ccc(C)cc2)cc1	-8
79	Cc1cc(C)c(OCC(=O)Nc2c(C)cccc2C)c(C)c1	-26
80	CCOc1ccc2nc(SC3CC(=O)N(c4ccccc4I)C3=O)sc2c1 (centres undefined)	-5
81	Cc1cccc(NC(=S)NC(=O)C(C)(C)C)c1C	10
82	CCOC(=O)c1cc2cc([N+](=O)[O-])ccc2oc1=O	-2
83	COc1ccc(C2/C(=C(/O)c3ccccc3)C(=O)C(=O)N2c2nc3ccccc3s2)c(OC)c1 (centres undefined)	-14
84	COc1ccc(/C=N/NC(=O)Cc2cccn2C)cc1[N+](=O)[O-]	1

3 entries already listed, sorted by molecular weight, ascending.
item	Compound	VHR inh color
78	CSc1ccc(/C=N\NC(=O)COc2ccc(C)cc2)cc1	-8
74	Cc1cccc(C(=O)N(C(=O)c2cccc(C)c2)c2ncccc2C)c1	-13
76	COc1ccc(N2C(=O)CC(N(CCc3ccccc3)C(=S)Nc3ccccc3)C2=O)cc1 (centres undefined)	-3

5 compounds drawn at random from the list so far:
item	Compound	VHR inh color
77	COc1ccccc1-n1c(C)ccc1-c1ccccc1	27
75	COc1ccc(S(=O)(=O)N2CCN(Cc3ccc(SC)cc3)CC2)cc1	-3
74	Cc1cccc(C(=O)N(C(=O)c2cccc(C)c2)c2ncccc2C)c1	-13
79	Cc1cc(C)c(OCC(=O)Nc2c(C)cccc2C)c(C)c1	-26
81	Cc1cccc(NC(=S)NC(=O)C(C)(C)C)c1C	10

Next structures follow:
item	Compound	VHR inh color
85	COc1cc2c(cc1OC)-c1nnc(-c3ccco3)n1C(C)(C)C2	-11
86	C=CCNC(=O)/C=C/c1cc(OC)ccc1OC	0
87	COc1ccc(C(=O)c2ccccc2)c(OC)c1	-17
88	Cc1ccccc1NC(=O)c1cc(-c2ccccc2)nc2c(Cl)cccc12	-4
89	CCc1ccccc1N1C(=O)CC(Sc2nc(C)cc(C)n2)C1=O (centres undefined)	-18
90	CC1=C(C(=O)OCc2ccccc2)C(c2ccccc2Cl)NC(=O)N1 (centres undefined)	-17
91	CC(C)c1ccc(/C=N/N=C2/NC(=O)CS2)cc1	-6
92	CC(C)COc1ccc(C(=O)Nc2nc(-c3ccccc3)cs2)cc1	16
93	CCC(=O)Nc1cc2nn(-c3ccc(OC)cc3)nc2cc1C	1
94	Cc1cccc(N2CCC(N=CN(C)C)=N2)c1	-5
95	CC(C(=O)N1CCc2ccccc2C1)N1C(=O)c2ccccc2C1=O (centres undefined)	8
96	O=C1NC(=S)N(c2cccc(Br)c2)C(=O)/C1=C/c1ccc(-c2ccc(C(=O)O)cc2)o1	92

Some of the entries above in a different format:
94. Cc1cccc(N2CCC(N=CN(C)C)=N2)c1
  VHR inh color: -5

89. CCc1ccccc1N1C(=O)CC(Sc2nc(C)cc(C)n2)C1=O (centres undefined)
  VHR inh color: -18

86. C=CCNC(=O)/C=C/c1cc(OC)ccc1OC
  VHR inh color: 0

Following part.
item	Compound	VHR inh color
97	COc1c(Br)cc(/C=C2\SC(=S)NC2=O)cc1Br	-1
98	COc1ccccc1/C=C1\SC(=S)N(c2c(C)n(C)n(-c3ccccc3)c2=O)C1=O	-2
99	Cc1ccc2nsnc2c1NC(=O)c1ccc(-c2cc(Cl)ccc2Cl)o1	-10
100	O=C(O)C1Nc2c(cccc2[N+](=O)[O-])C2C=CCC12 (centres undefined)	7
101	CC1=C(C(=O)OCc2ccccc2)C(c2ccc(C(F)(F)F)cc2)CC(=O)N1 (centres undefined)	8
102	COc1cc(NC(=O)C2CCCC2)c(OC)cc1Cl	-9
103	COc1cc(OC)cc(C(=O)Nc2cccc(-c3nc4ncccc4o3)c2C)c1	25
104	CC(CNC(=O)COc1cccc2ccccc12)CN(C)C (centres undefined)	-31
105	O=C1CC(c2ccc(Cl)cc2)CC2=C1C(c1cc3c(cc1[N+](=O)[O-])OCO3)Nc1ccccc1N2 (centres undefined)	-3
106	O=C(NCc1ccccn1)c1cccs1	-13
107	O=C1NC(=S)N(c2ccccc2F)C(=O)/C1=C/c1ccc(I)o1	86*
108	COc1ccc(NC(=S)N/C(=N\S(=O)(=O)c2ccccc2)c2ccccc2)cc1	-5
109	O=S(=O)(NC1CCCCCC1)c1ccc(F)cc1	-9
110	N#C/C(=C/c1ccc(I)o1)C(=O)Nc1ccc(Cl)c(Cl)c1	-6
111	CCOC(=O)C1=C(C)N=c2s/c(=C\c3ccc(N4CCOCC4)o3)c(=O)n2C1c1ccc(SC)cc1 (centres undefined)	3
112	O=C(Nc1ccc(F)cc1F)c1cc(-c2ccccc2)nc2ccccc12	-4
113	COc1cccc(/C=C2\SC(N3CCOCC3)=NC2=O)c1O	15
114	NN1C(=O)/C(=C/c2ccc(Cl)cc2)N=C1c1ccccc1	7
115	COC(=O)C1=C(C)N=c2s/c(=C/c3ccc(OC(C)=O)cc3)c(=O)n2C1c1ccc(OC(C)=O)cc1 (centres undefined)	-14
116	CCOC(=O)c1c(-c2ccncc2)csc1N	-14
117	COc1ccc(NC(=O)C(=O)NCCN2CCN(S(=O)(=O)c3ccc4ccccc4c3)CC2)cc1	-86
118	C=CCN1C(=O)/C(=C\c2cc3c(cc2[N+](=O)[O-])OCO3)SC1=S	-11
119	CCOc1cc(/C=C2/C(=O)ON=C2c2ccc(Cl)cc2)ccc1OC	9
120	CC1(C)Cc2ccccc2-c2nnnn21	-19
121	Cc1ccccc1OCC(=O)Nc1cccc(I)c1	0
122	Cc1cc(NS(=O)(=O)c2ccc(Nc3nc(-c4ccccn4)cs3)cc2)no1	3
123	O=C1OC(c2ccccc2)=C/C1=C/c1ccc(-c2ccc([N+](=O)[O-])cc2Br)o1	0
124	COc1ccc(C2/C(=C(\O)c3ccc(F)cc3)C(=O)C(=O)N2c2nncs2)cc1 (centres undefined)	15
125	COc1ccc(Cl)cc1C(=O)Nc1nc2ccc(S(C)(=O)=O)cc2s1	2

Screening data as filed in PubChem BioAssay.

Not all compounds are listed; the hit share may differ from the screen's.
